Screens deposited in PubChem BioAssay by National Center for Advancing Translational Sciences (NCATS).
KDM5B inh: Primary screen for KDM5B Histone Demethylases FDH-coupled qHTS | Lysine-specific demethylase 5B (Homo sapiens), Q9UGL1 | KDM5B demethylase, FDH-coupled NADH fluorescence (FDH is formaldehyde dehydrogenase) | Potency, µM (series often up to 57.7 µM), for inactives: at the highest dose activity change, negative = inhibition, actives largely listed as inhibitors | 2.6% of 220,000 active; active means well fitted inhibition curve with a large enough effect; inconclusive means small, poorly fitted or top-dose-only effect; inactive means no such curve, though single readings can be large or run the other way; further: 0% is about no effect; nearly all actives have a fitted effect of over 70% in size
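Here, H3K4me3 peptide (12.5 µM in substrate mix) is demethylated by KDM5BΔAP, 200 nM final, after 10 min compound exposure. Formaldehyde product is coupled through FDH (0.25 U/mL in mix) to NADH fluorescence; 30-min ΔRFU feeds dose-response curves.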
* marks the source's active call; other numbers are inactive results; i = inactive; u = inconclusive; [ ] = dose if it differs, or a comment. Potency means the concentration at half of the fitted maximal effect.

SMILES	KDM5B inh
Cc1cccc(Nc2c3c(nc4nncn24)CCC3)c1	u
CC(Oc1cccc(Cl)c1)C(=O)N1CCN(c2cc(-c3cccs3)[nH]n2)CC1 (stereo not given)	u
Cc1cc(C)cc(N(C)S(=O)(=O)c2nnc(NC(=O)COc3ccc(C)c(C)c3)s2)c1	-28.2%
O=C(O)c1nccnc1C(=O)Nc1ccc(Oc2c(Cl)cccc2Cl)nc1	u
CCC(=O)N1CCc2cc(Br)cc(S(=O)(=O)N3CCCC(C(=O)Nc4ccc(C(C)C)cc4)C3)c21 (stereo not given)	-29.1%
COc1ccc(C(=O)Nc2ccc(-c3noc([C@@H]4CCCN4Cc4ccc(F)cc4)n3)cn2)cc1	u
COc1ccc2[nH]cc(CCNC(=O)c3cccc(F)c3F)c2c1	3.6%
O=C(Cc1c[nH]c2ccccc12)Nc1cccc(CO)c1	-15.5%
CS(=O)(=O)N1CCCC(c2nc(CCOc3ccc(F)cc3)no2)C1 (stereo not given)	-8.4%
O=C(O)c1cc(S(=O)(=O)Nc2cccc(Oc3ccccc3)c2)ccc1Br	-8.0%
CC(C)C(=O)Nc1ccc(C2(C(=O)N3CCCC3)CCCCC2)cc1	2.2%
COc1cccc(N2C(=O)NC(=NC3CCCCC3)C23CCN(Cc2cccn2C)CC3)c1	-10.0%[115 µM]
CC(C)Cn1cnc2c1c(=O)n(CC(O)c1ccccc1)c(=O)n2CC(C)C (stereo not given)	2.1%
Cc1cc(=O)oc2cc(NC(=O)N(C)Cc3ccccc3Br)ccc12	i
O=C(c1ccc(F)c(F)c1)N1CC(c2nnc(-c3ccncc3)o2)C2(CCOCC2)C1 (stereo not given)	14.4%
COc1ccc(/C=N/NC(=S)Nc2cc(C(F)(F)F)ccc2Cl)cc1	3.6%
CCn1cc(C(=O)NCCCNS(C)(=O)=O)c2ccccc21	1.8%
Cc1nc(-c2cn(C3CCCN(C(=O)c4cccc(OC(F)(F)F)c4)C3)nn2)no1 (stereo not given)	-4.3%
O=C(c1ccc(C(F)(F)F)cc1)N1CCC2(CC1)C(=NC1CCCC1)NC(=O)N2c1cccnc1	14.6%[115 µM]
COc1cccc(NC(=O)[C@@H]2C[C@@H](c3ccc(F)cc3)N(CCOc3ccccc3)C2)c1	u
COc1ccccc1N1CCN(C2CCCN(Cc3nc(C(N)=O)no3)C2)CC1 (stereo not given)	-15.4%
Cc1cccc(NC(=O)CCl)c1C	-3.3%
Cc1ccc(-c2nn(CC(=O)Nc3ccc(F)cc3)c(=O)c3ccccc23)cc1	-5.1%
COc1cccc([S+](=O)([O-])N2CCn3c(nn(-c4cccc(Cl)c4)c3=O)C2)c1	-12.0%[115 µM]
O=c1oc2ccc(Br)cc2cc1S(=O)(=O)N1CCCCCC1	-0.8%
CCC1CCc2sc(C(=O)N3CCN(c4ccccn4)CC3)cc2C1 (stereo not given)	-12.9%
COc1ccccc1CCN1CCC(CN(C)C(=O)CCc2ccccc2Cl)CC1	-7.1%
COc1cccc(CNC(=O)[C@@H]2C[C@@H](O)CN2C2CCN(C(=O)c3cccnc3)CC2)c1	-12.6%
Fc1ccc(-c2cnc([C@@H]3COCCN3Cc3c[nH]c4ccccc34)[nH]2)c(F)c1	-11.7%[86.2 µM]
COCCn1c(C)cc(C(=O)C(=O)Nc2nnc(COc3ccc(C)cc3)s2)c1C	14.8%
Cc1cc(C)cc(NC(=O)N2CCN3CCCCC3C2)c1 (stereo not given)	2.7%
Cc1nc2ccccc2nc1CN1C(=O)NC2(CCCCC2)C1=O	12.2%
CCOc1ccccc1C(=O)NCc1nnc2c(-c3nc(C(C)C)no3)cccn12	u
CCOc1ccc(C2CC(=O)NC(NC(=O)c3ccc(C)cc3)=N2)cc1 (stereo not given)	-10.7%
Cc1cc(NC(=O)c2ccc(Cl)cc2F)n(CCC#N)n1	18.2%
N=C(N)COc1ccc(Cl)cc1	-3.8%
COCCN1C(=O)c2ccccc2C(C(=O)NCC(C)C)C12CCCC2 (stereo not given)	-16.4%
COc1ccccc1OCCn1c(COc2cc(C)ccc2C)nc2ccccc21	14.0%
O=C(NC[C@H]1O[C@@H](CO)[C@@H](O)[C@H]1N1CCN(c2cccc(C(F)(F)F)c2)CC1)c1cccs1	-4.2%
Cc1cc(C)cc(NC(=O)C(Sc2ccc(S(=O)(=O)N3CCOCC3)cn2)c2ccccc2)c1 (stereo not given)	-16.9%
COCc1ccc2c(c1)c(OC(C)(C)C(=O)NC(C)C)nn2Cc1cccnc1	u
Cc1ccccc1OCCN(C)C(=O)c1cc(C2CC2)nc2ccccc12	8.6%
CC(=O)NCCNC(=O)c1cc(-c2cccc3ccccc23)nc2ccccc12	u
COc1ccc(Br)c(C(=O)OCc2cc(C(C)=O)ccc2OC)c1	-7.1%
Cc1ccc(NC(=O)c2cnn(-c3ccc(C)c(C)c3)c2C2CCN(C(=O)OC(C)(C)C)CC2)c(C)c1	-15.5%
CC(C)Sc1ncc(Cl)c(C(=O)Nc2ccc(S(=O)(=O)N(C)c3ccccc3)cc2)n1	u
CCCCNC(=O)C1c2ccccc2C(=O)N(CCOC)C12CCCCC2 (stereo not given)	1.8%
COC(=O)c1n[nH]c([Si](C)(C)C)c1[Si](C)(C)C	10.6%
Cc1nc2ccccc2c(C)c1CC(=O)N1CCC(C(=O)N2CCCCC2)CC1	21.1%
c1coc(CNC2(Cc3cc(CN4CCOCC4)on3)COC2)c1	-16.6%[86.2 µM]
O=C(Nc1ccc(F)c(F)c1)c1ccc(Cn2ccn3nc4c(c3c2=O)CCCC4)cc1	25.1µM*
CC(=O)c1cccc(NC(=O)Cc2csc(-n3nc(C)c(Cc4ccccc4)c3C)n2)c1	-0.4%
Cn1cccc1CNC(=O)C1c2ccccc2C(=O)N(C2CCCCC2)C12CCCC2 (stereo not given)	-9.9%
COc1cc(NC(=O)c2cnc(SC)nc2C(F)(F)F)cc(OC)c1	0.2%
CC(=O)Nc1ccccc1OCc1ccc(C)cc1	12.7%
CC(=O)Nc1ccc(SCCCC(=O)c2cccs2)cc1	31.8%
CCOc1ccc(CCNC(=O)c2[nH]c3cc(OC)ccc3c2Sc2ccccc2)cc1OCC	-2.5%
CCCC1=Nc2cc(C(=O)NCc3ccccc3)ccc2Sc2ccccc21	16.9%
CC(C)C(=O)OCc1cc(=O)n2nc(C3CCCCC3)sc2n1	9.1%
O=S(=O)(Nc1nc2ccccc2nc1NCc1ccccc1)c1ccccc1	u

More results:
SMILES	KDM5B inh
N#Cc1nc(COc2ccccc2)oc1N1CCCCC1	4.6%
CCCCc1nn(CC(=O)NCc2noc(C3CCCO3)n2)c(=O)n1CC (stereo not given)	-12.2%
CN1CC(=O)N(c2ccccc2F)Cc2c(NCCc3ccc(F)cc3)ncnc21	22.7%
Cc1ccc(CNC(=O)N2CCCC(c3nn[nH]n3)C2)cc1 (stereo not given)	5.7%
O=C1NC2(Cc3ccccc31)CN(CC1CCOCC1)C2	37.9%[activator][149 µM]
O=S(=O)(c1cccs1)N1CN(C2CCCCC2)c2nc3ccccc3nc21	141.3%[activator]
CCOc1ccc(N(CC)S(=O)(=O)N2CCCC(C(=O)NCCc3ccccc3OC)C2)cc1 (stereo not given)	-10.1%
Cc1ccc(NC(=O)/C(C#N)=C/c2cc(C)n(-c3ccc(F)cc3)c2C)cc1C	6.4%
CCOc1cccc(CN2CCCC(COc3ccccc3C(=O)NC(C)C)C2)c1 (stereo not given)	2.5%
Cc1ncsc1CN1C(=O)CO[C@H](c2ccc(NC(=O)C3CCC3)cc2)[C@H]1CO	3.4%[86.2 µM]
O=[S+]([O-])(c1ccccc1)N1CC2(COCCN(Cc3ccccc3)C2)C1	-15.9%[86.2 µM]
CCCCCn1nc(C(=O)Nc2ccc(C(C)=O)cc2)c2ccccc2c1=O	7.9%

Ordered by SMILES length (largest number first): some entries from above.
SMILES	KDM5B inh
Cc1ncsc1CN1C(=O)CO[C@H](c2ccc(NC(=O)C3CCC3)cc2)[C@H]1CO	3.4%[86.2 µM]
Cc1ccc(NC(=O)/C(C#N)=C/c2cc(C)n(-c3ccc(F)cc3)c2C)cc1C	6.4%
O=[S+]([O-])(c1ccccc1)N1CC2(COCCN(Cc3ccccc3)C2)C1	-15.9%[86.2 µM]
CN1CC(=O)N(c2ccccc2F)Cc2c(NCCc3ccc(F)cc3)ncnc21	22.7%
CCOc1cccc(CN2CCCC(COc3ccccc3C(=O)NC(C)C)C2)c1 (stereo not given)	2.5%
CCCCc1nn(CC(=O)NCc2noc(C3CCCO3)n2)c(=O)n1CC (stereo not given)	-12.2%
CCCC1=Nc2cc(C(=O)NCc3ccccc3)ccc2Sc2ccccc21	16.9%
CC(C)C(=O)OCc1cc(=O)n2nc(C3CCCCC3)sc2n1	9.1%
Cc1ccc(CNC(=O)N2CCCC(c3nn[nH]n3)C2)cc1 (stereo not given)	5.7%
O=C1NC2(Cc3ccccc31)CN(CC1CCOCC1)C2	37.9%[activator][149 µM]
N#Cc1nc(COc2ccccc2)oc1N1CCCCC1	4.6%

The list goes on.
SMILES	KDM5B inh
CN(C)c1ccc(-c2nnnn2[C@H]2CO[C@H]3[C@@H]2OC[C@@H]3NC(=O)NCc2ccccc2)cc1	-2.5%
O=C(N/N=C/c1ccc(-c2ccc([N+](=O)[O-])cc2)o1)[C@H]1C[C@@H]1c1ccccc1	15.1%
CCOc1ccc(NC(=O)CSc2nc(C)c(C(=O)Nc3ccccc3)c(-c3ccc(Cl)cc3)c2C#N)cc1	u
CCN(CC)C1(Cc2cc(CN(C)Cc3ccccc3)on2)COC1	-23.1%[86.2 µM]
CCn1nc(C)cc1C(=O)N1Cc2cnn(Cc3ccc(F)cc3)c2C1	-16.2%
CNC(=O)N1CCC(C2CCN(C(=O)CCCC(=O)O)C2)CC1 (stereo not given)	22.5%
CC(C)CCNC(=O)C1CCc2sc(C(=O)N3CCCCC3)cc2C1 (stereo not given)	-6.0%
COC(=O)c1ccc(C)c(NC(=O)COc2ccc3c(C)cc(=O)oc3c2)c1	u
COc1ccc(C(=O)NC[C@H]2O[C@@H](CC(=O)Nc3ccccc3)[C@H](O)[C@@H]2O)cc1	0.2%[86.2 µM]
CCN(CC)S(=O)(=O)c1ccc2c(c1)c(=O)n(CC(=O)N1CCCCCC1)c(=O)n2C	18.6%
O=C(O)C[C@@H]1CCN(C(=O)C2CCC2)C[C@@H]1CCN1CCC(n2c(=O)[nH]c3ccccc32)CC1	-18.8%
CC1CCc2c(sc(NC(=O)CC(C)(C)C)c2C#N)C1 (stereo not given)	-5.7%
CCC(C)NC(=O)C1COC2(CCN(C(=O)c3ccc(OC)cc3)CC2)N1C(=O)c1ccc(C)cc1 (stereo not given)	0.5%
CN1C(=O)C(c2ccccc2)CC12CCN(C(=O)c1ccccc1F)CC2 (stereo not given)	-15.8%
COc1ccc(C(=O)NC[C@H]2O[C@@H](CC(=O)NCCN(C)C)[C@H](O)[C@@H]2O)cc1	-23.4%[86.2 µM]
COc1ccc(C(O)(CN)C(F)(F)F)cc1OC (stereo not given)	12.8%
C=CCNc1oc(-c2ccc(COc3ccc(C)cc3)o2)nc1C#N	u
Brc1ccc(CN2CCc3nc(Nc4ccccc4)ncc3C2)s1	u
CCn1c(SCC(=O)N/N=C/c2ccccc2OCC(=O)O)nnc1-c1ccc(C(C)(C)C)cc1	-3.7%
CN1C(=O)CC[C@]2(C(=O)NCc3cc(F)ccc3F)CCCC[C@@H]12	21.4%
CCNC(=O)C1CCCN1S(=O)(=O)c1ccc2ccccc2c1 (stereo not given)	-10.0%
CCCCN(Cc1ccccc1)C(=O)C1CCN(C(=O)c2csc(Nc3ccc(C)cc3)n2)CC1	-14.6%
CCN(CC)c1ccc(-c2nc(-c3ccccn3)no2)cc1[N+](=O)[O-]	5.6%
O=C1CC2CCN(Cc3nc4ccccc4s3)CC2CCN1 (stereo not given)	3.1%[149 µM]
CN1CCN(C(=O)C(=O)Nc2c3c(nn2-c2cccc(Cl)c2)CSC3)CC1	12.5%
CN(CC12CC3CC(CC(C3)C1)C2)C(=O)C1CCN(C(=O)c2ccc(C(F)(F)F)cc2)CC1	13.5%
CC(C)(C)c1ccc(S(=O)(=O)N2CCN(Cc3noc(CCC(=O)N4CCCCC4)n3)CC2)cc1	u
COc1ccc(C(=O)Oc2c(Sc3ccccc3)c(C)nn2-c2ccccc2)c(OC)c1	u
CN1C(=O)C2(CCN(Cc3ccc(C(F)(F)F)cc3)C2)c2ccccc21 (stereo not given)	-30.4%
N#Cc1cccc(C(=O)NC2CCCN(c3cc(-c4ccc(Cl)cc4)[nH]n3)C2)c1 (stereo not given)	-17.9%
CC(=O)N1CCC(N2C[C@@H]3C[C@H](C2)c2c(NC(=O)NC4CCCCC4)ccc(=O)n2C3)CC1	u
COc1ccccc1CNC(=O)CCCCn1c(=O)c2ccccc2n(Cc2ccccc2C)c1=O	-25.6%
O=C(NCC(=O)N1CCCC1)C(=O)Nc1ccc2cc[nH]c2c1	6.9%
CC1(C)CC(C)(c2ccccc2)c2cccc(C(=O)O)c2N1 (stereo not given)	u
CC1=C[C@@H](CNC(=O)c2ccc(C#N)cc2)[C@H](C(C)C)C[C@H]1CC(=O)N1CCCC1	18.4%[86.2 µM]
COc1ccc(NC(=O)c2cc3c(N(C)Cc4ccccc4)nc(C)cn3n2)cc1F	17.8µM*
CSc1ccc(CCNC(=O)c2ccc3c(c2)c(C)c(C)n3Cc2ccc(F)cc2)cc1	u
CCOC(=O)N1CCN(C2CCN(c3cc(CC)nc(C)n3)CC2)CC1	-27.7%
O=C(c1ccccn1)N1CC(F)(F)C[C@H]1c1nc(-c2ccncc2)no1	-1.9%

The list is partial (hit frequency here may not be typical).
